TRPV1 ag – human TRPV1 agonism; TRPV1-expressing cells, Fluo-8 calcium influx, agonist mode; Q8NER1; activation, % at 8.33 µM; 320,000 tested, 0.19% active; in the data active = activation above about 80%; inconclusive = between about 30% and that limit; note: 0% is about no effect
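TRPV1-expressing cells were cultured overnight at 35.5C and loaded with Fluo-8 calcium dye for 40 to 90 min at room temperature. After a 10 s baseline, compound was added and calcium influx was read kinetically for 3 min (ex 480/em 520 nm).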
BRCA1 expr act – activators of BRCA1 expression; AID 624202; MCF7-BRCA1-FFLuc reporter, luminescence, 48 h; response scale: scaled: vehicle 0%, 10 µM genistein 100%; Potency, µM (titrated, usually from 46.1 µM), for inactives: top-dose activation, hits mostly activators; 380,000 tested, 1.1% active; note: potency is the fitted concentration of half-maximal effect; nearly all actives have a fitted effect of over 80% in size; some results filed as inactive show a strong effect at the top dose
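First, MCF7-BRCA1-FFLuc cells (2000/well) attach for 2 h; next, compounds are pin-added and incubated 48 h at 37 °C; finally, luciferase reagent is added and luminescence read after 15 min.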
Tb PFK block – T. brucei PFK enzyme inhibition; O15648; T. brucei PFK, ADP-Glo luminescence; Potency, µM (highest dose often 57.5 µM), inactives show at the top dose activity, negative = inhibition, hits mostly inhibitors; 330,000 tested, 0.17% active; AID 485367;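 note: potency is the fitted concentration of half-maximal effect; 0% = uninhibited 1x PFK enzyme wells and -100% = no-enzyme wells; nearly all actives have a fitted effect of over 60% in size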
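Activity is normalized to no-enzyme wells (full inhibition) and 1.25 nM enzyme wells (no inhibition). Reaction: 0.5 mM F6P, 0.1 mM ATP, 45 min RT, ADP-Glo luminescence; concentration-response curves fitted and classed by quality.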
p53 reactivator – restores transcriptional activity of mutant p53; H1299 p53-A138V BP100-luciferase reporter, luminescence, 24 h; Potency, µM (doses to about 92.2 µM), inactives show top-dose activity change, positive = activation, hits mostly activators; 320,000 tested, 0.063% active; note: potency is the fitted concentration of half-maximal effect; % of control where 0% means no effect; nearly all actives have a fitted effect of over 45% in size
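H1299 (p53-null), stable ts p53-A138V + BP100-Luc; 1000 cells/well, Opti-MEM/10% FBS; cpd 4 pt, 1:5; 24 h, 37 deg C, 5% CO2; detection reagent 10 min RT; luminescence.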
FLuc counter – counter-screen for miR-21 project: firefly luciferase inhibitors or activators. P08659. purified FLuc, Km substrates, luminescence inhibition. Potency, µM (top dose mostly 57.5 µM), inactives show at the highest dose activity change, negative = inhibition, hits mostly inhibitors. 360,000 tested, 6.9% active. AID 588342;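 note: potency is the fitted concentration of half-maximal effect; plate controls were vehicle for no effect and reference inhibitor for full effect; nearly all actives have a fitted effect of over 55% in size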
Target sequence (P08659 whole entry, looked up): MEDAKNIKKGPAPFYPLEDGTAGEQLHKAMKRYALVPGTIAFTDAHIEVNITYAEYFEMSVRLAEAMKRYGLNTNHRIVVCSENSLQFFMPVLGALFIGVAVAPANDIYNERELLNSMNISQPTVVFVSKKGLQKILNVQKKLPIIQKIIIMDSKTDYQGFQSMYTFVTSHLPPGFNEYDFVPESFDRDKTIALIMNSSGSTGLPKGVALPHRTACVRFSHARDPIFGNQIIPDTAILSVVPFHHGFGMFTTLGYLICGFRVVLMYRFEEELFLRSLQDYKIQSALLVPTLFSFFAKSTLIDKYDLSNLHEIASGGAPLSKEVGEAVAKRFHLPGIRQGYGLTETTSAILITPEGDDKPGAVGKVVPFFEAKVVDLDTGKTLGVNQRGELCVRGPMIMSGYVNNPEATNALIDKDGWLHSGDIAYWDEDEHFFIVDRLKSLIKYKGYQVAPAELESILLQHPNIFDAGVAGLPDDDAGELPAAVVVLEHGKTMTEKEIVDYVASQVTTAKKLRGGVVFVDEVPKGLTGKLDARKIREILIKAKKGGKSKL
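Purified P. pyralis luciferase (10nM final) with 10uM D-luciferin and 10uM ATP (Km levels) in 50mM Tris acetate pH 7.5, 10mM Mg acetate, 0.01% Tween-20, 0.05% BSA; qHTS 6-point titration, ~60 µM downward; luminescence read.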
Rab9 prom act – activators of Rab9 promoter. Huh7 Rab9 promoter-luciferase reporter, luminescence, 24 h. 320,000 tested, 2.8% active. Potency, µM (series often up to 9.22 µM), inactives show top-dose activation, negative = inhibition, actives largely listed as activators. AID 485297; note: potency is the fitted concentration of half-maximal effect; % of control where 0% means no effect; nearly all actives have a fitted effect of over 60% in size
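Promoter activation is measured as luciferase luminescence in Huh7 cells stably transfected with a Rab9 promoter–luciferase construct, following 24 h compound exposure at 37 °C and 10 min reagent incubation at ambient temperature.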
RORg inh – blocks mouse ROR gamma transcriptional activity | 310,000 tested, 5.4% active | Drosophila S2 Gal4-RORgamma UAS-luciferase reporter, 20 h | Potency, µM (highest dose often 53.6 µM), inactives show at the top dose activity change, negative = inhibition, usual class: inhibitors | P51450; note: potency is the fitted concentration of half-maximal effect; % is set by controls: 0 for no effect and ±100 for the full control effect; nearly all actives have a fitted effect of over 60% in size
Target sequence (P51450 whole entry, looked up, the tested form may be a part): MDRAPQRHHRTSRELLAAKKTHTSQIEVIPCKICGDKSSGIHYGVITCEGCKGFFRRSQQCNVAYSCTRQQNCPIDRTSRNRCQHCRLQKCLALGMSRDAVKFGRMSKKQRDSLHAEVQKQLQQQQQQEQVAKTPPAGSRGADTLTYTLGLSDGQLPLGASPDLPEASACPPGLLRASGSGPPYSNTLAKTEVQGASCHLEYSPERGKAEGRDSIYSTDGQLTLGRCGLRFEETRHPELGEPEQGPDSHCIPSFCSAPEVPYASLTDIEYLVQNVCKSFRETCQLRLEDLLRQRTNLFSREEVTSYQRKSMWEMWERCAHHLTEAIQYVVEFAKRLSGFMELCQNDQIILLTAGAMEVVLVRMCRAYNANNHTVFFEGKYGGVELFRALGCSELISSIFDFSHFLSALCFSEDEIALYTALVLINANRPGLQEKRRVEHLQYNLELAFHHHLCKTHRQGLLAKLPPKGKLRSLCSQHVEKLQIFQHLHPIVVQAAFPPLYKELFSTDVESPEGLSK
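Stably transfected Drosophila Schneider cells are the test system, with ROR gamma fused to Gal4 and luciferase under UAS control; luminescence is read after 20 hr of 700 uM copper sulfate induction at ambient temperature.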
ELG1 repair inh – ELG1-dependent DNA repair inhibition | 330,000 tested, 2.3% active | HEK293T ELG1-luciferase reporter, luminescence, 16 h; DNA damage induced by 5-fluorouridine | Potency, µM (highest dose often 46.1 µM), without a hit: at the highest dose activity change, negative = inhibition, usual class: inhibitors; note: potency is the fitted concentration of half-maximal effect; % is set by controls: 0 for no effect and ±100 for the full control effect; nearly all actives have a fitted effect of over 55% in size
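In this reporter screen, reduction of luminescence relative to DMSO vehicle indicated activity. Compounds and 5-fluorouridine were added together to 2,000 cells per well, incubated for 16 hr at 37 °C, then developed with ONE-Glo.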
NPC1 prom act – activates the NPC1 promoter; Huh7 NPC1 promoter luciferase reporter, 24 h; Potency, µM (titrated, usually from 9.22 µM), without a hit: at the top dose activation, actives largely listed as activators; 320,000 tested, 2.4% active;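 note: potency is the fitted concentration of half-maximal effect; % of control where 0% means no effect; nearly all actives have a fitted effect of over 60% in size; reporter is driven by a mutant NPC1 promoter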
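Readout is luciferase luminescence, reflecting NPC1 promoter activation in stably transfected Huh7 cells after 24 h compound exposure at 37 °C in reduced-serum medium with 10% FBS.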
ELG1 genotox – induces genotoxicity in HEK293T cells with luciferase-tagged ELG1. HEK293T ELG1-luciferase reporter, luminescence, 16 h. Potency, µM (titrated, usually from 46 µM), without a hit: at the highest dose activity change, positive = activation, usual class: activators. 330,000 tested, 1.3% active; note: potency is the fitted concentration of half-maximal effect; % of control where 0% means no effect; nearly all actives have a fitted effect of over 60% in size
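Step 1: seed 2,000 HEK293T ELG1-luciferase cells per well. Step 2: add compound or DMSO, incubate 16 hr at 37 °C. Step 3: ONE-Glo, 30 min at room temperature, read luminescence.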
VP16 counter – inhibits Gal4-VP16 luciferase reporter, ROR gamma counter-screen | Drosophila S2 Gal4-VP16 UAS-luciferase, luminescence, 20 h | AID 2546 | 310,000 tested, 3.5% active | Potency, µM (highest dose often 53.6 µM), for the others: at the top dose activity, negative = inhibition, actives largely listed as inhibitors;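 note: Gal4-VP16 expression switched on by copper sulfate through the metallothionein promoter; potency is the fitted concentration of half-maximal effect; % is set by controls: 0 for no effect and ±100 for the full control effect; nearly all actives have a fitted effect of over 50% in size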
Active calls of the source: *; [ ] = another dose, or the depositor's remark. Unless noted, calls come from the whole dose curve; as a rule, active = well fitted curve in the direction sought with a large enough effect; inconclusive = small, poorly fitted or top-dose-only effect, or another doubt; inactive = no such curve, though single readings can be large; an effect the other way counts as inactive or inconclusive.

`O=C(Nc1ccc(Br)cc1)N1CCCCCCC1` gave TRPV1 ag inconclusive, BRCA1 expr act 55%, Tb PFK block -2%, p53 reactivator inconclusive, FLuc counter inconclusive, Rab9 prom act inconclusive, RORg inh 8%, ELG1 repair inh inconclusive, NPC1 prom act 2%, ELG1 genotox 7% and VP16 counter -7%.
CCOc1cccc2sc(N(CCN(C)C)C(=O)c3ccc(Br)s3)nc12 was read as TRPV1 ag 1, BRCA1 expr act 6%, Tb PFK block 3%, p53 reactivator 0%, FLuc counter 1%, Rab9 prom act -9%, RORg inh 8%, ELG1 repair inh -1%, NPC1 prom act -5%, ELG1 genotox 1% and VP16 counter 0%[10 µM].
For CN(C(=O)Cn1nc(Cl)ccc1=O)C1CCCN(Cc2ccccc2F)C1 (centres undefined) the results were TRPV1 ag 0, BRCA1 expr act 13%, Tb PFK block -1%, p53 reactivator 10%, FLuc counter 0%, Rab9 prom act -3%, RORg inh -5%, ELG1 repair inh -5%, NPC1 prom act -5%, ELG1 genotox 0% and VP16 counter 6%.
For COc1ccc(NC(=O)CN(C)S(=O)(=O)c2ccc(Cl)cc2)c([N+](=O)[O-])c1 the results were TRPV1 ag 26, BRCA1 expr act 5%, Tb PFK block 0%, p53 reactivator 27%, FLuc counter 7%, Rab9 prom act -1%, RORg inh -18%, ELG1 repair inh 17%, NPC1 prom act -5%, ELG1 genotox 7% and VP16 counter -5%.
O=C(C[n+]1ccccc1)N/N=C/c1ccc(Br)cc1 was read as TRPV1 ag 2, BRCA1 expr act -1%, Tb PFK block -2%, p53 reactivator -2%, Rab9 prom act -2%, ELG1 repair inh 4%, NPC1 prom act -1% and ELG1 genotox -1%.
Screening CC(=O)NC(Cc1c[nH]c2ccccc12)C(=O)OCC(=O)Nc1ccc2c(c1)OCO2 (centres undefined) returned TRPV1 ag 0, BRCA1 expr act 54%, Tb PFK block -3%, p53 reactivator 12%, FLuc counter 2%, Rab9 prom act 12%, RORg inh -38%, ELG1 repair inh 10%, NPC1 prom act 0%, ELG1 genotox 2% and VP16 counter -2%.
`O=C(Nc1nncs1)C1(c2ccccc2)CCCC1` gave TRPV1 ag 1, BRCA1 expr act 5%, FLuc counter 2%, RORg inh -2% and VP16 counter 12%.
CCOc1ccc(C(=O)OCC(=O)c2c(N)n(C)c(=O)n(C)c2=O)cc1OCC was read as TRPV1 ag 4, BRCA1 expr act 7%, Tb PFK block 1%, p53 reactivator 3%, FLuc counter -2%, Rab9 prom act -1%, RORg inh -18%, ELG1 repair inh -5%, NPC1 prom act -3%, ELG1 genotox 0% and VP16 counter 0%.
For CCSc1ccccc1C(=O)N1CCCC1 the results were TRPV1 ag 3, BRCA1 expr act -1%, Tb PFK block 2%, p53 reactivator -6%, FLuc counter 1%, Rab9 prom act -8%, RORg inh 21%, ELG1 repair inh -5%, NPC1 prom act 0%, ELG1 genotox -6% and VP16 counter 0%.
Screening O=c1c2ccccc2nc2ccc(NCc3ccco3)nn12 returned TRPV1 ag 8, BRCA1 expr act 3.5µM*, Tb PFK block -13%, p53 reactivator inconclusive, FLuc counter 11µM*, Rab9 prom act inconclusive, RORg inh -8%, ELG1 repair inh inconclusive, NPC1 prom act inconclusive, ELG1 genotox inconclusive and VP16 counter -12%.

Looked up one by one from the list above (2):
Screening O=c1c2ccccc2nc2ccc(NCc3ccco3)nn12 returned TRPV1 ag 8, BRCA1 expr act 3.5µM*, Tb PFK block -13%, p53 reactivator inconclusive, FLuc counter 11µM*, Rab9 prom act inconclusive, RORg inh -8%, ELG1 repair inh inconclusive, NPC1 prom act inconclusive, ELG1 genotox inconclusive and VP16 counter -12%.
For CN(C(=O)Cn1nc(Cl)ccc1=O)C1CCCN(Cc2ccccc2F)C1 (centres undefined) the results were TRPV1 ag 0, BRCA1 expr act 13%, Tb PFK block -1%, p53 reactivator 10%, FLuc counter 0%, Rab9 prom act -3%, RORg inh -5%, ELG1 repair inh -5%, NPC1 prom act -5%, ELG1 genotox 0% and VP16 counter 6%.

Next records:
Cc1ncsc1CCSc1n[nH]c(=O)n1-c1ccccc1 was read as TRPV1 ag -4, BRCA1 expr act -9%, Tb PFK block 2%, p53 reactivator -9%, FLuc counter 0%, Rab9 prom act -2%, RORg inh 18%, ELG1 repair inh 7%, NPC1 prom act -1%, ELG1 genotox 0% and VP16 counter -23%.
Screening O=C(NNS(=O)(=O)c1ccccc1[N+](=O)[O-])c1cc2ccccc2cc1O returned TRPV1 ag -1, BRCA1 expr act -52%, Tb PFK block 24%, p53 reactivator inconclusive, FLuc counter -4%, Rab9 prom act 0%, RORg inh -44%, ELG1 repair inh -4%, NPC1 prom act -5%, ELG1 genotox 6% and VP16 counter -5%.
Screening COc1cccc(NC(=O)C2CCC2)c1 returned TRPV1 ag 1, BRCA1 expr act 12%, Tb PFK block 0%, p53 reactivator 16%, FLuc counter 0%, Rab9 prom act -1%, ELG1 repair inh inconclusive, NPC1 prom act 0% and ELG1 genotox 0%.
Cc1cccc(N(Cc2cc3ccccc3[nH]c2=O)S(C)(=O)=O)c1 was read as TRPV1 ag -3, BRCA1 expr act -18%, Tb PFK block 5%, p53 reactivator -4%, FLuc counter -6%, Rab9 prom act 0%, RORg inh 33%, ELG1 repair inh -3%, NPC1 prom act -7%, ELG1 genotox -4% and VP16 counter -4%.
Screening CCCNC(=O)CN(c1ccc(F)c(Cl)c1)S(C)(=O)=O returned TRPV1 ag 3, BRCA1 expr act 3%, Tb PFK block 3%, p53 reactivator -10%, FLuc counter 6%, Rab9 prom act -1%, RORg inh 4%, ELG1 repair inh 1%, NPC1 prom act 2%, ELG1 genotox -4% and VP16 counter -10%.
`O=c1c(Cc2ccc(F)cc2)c(O)ccn1Cc1cccc(Cl)c1` gave TRPV1 ag -3, BRCA1 expr act 0%, Tb PFK block -8%, p53 reactivator -13%, FLuc counter 1%, Rab9 prom act -4%, RORg inh inconclusive, ELG1 repair inh inconclusive, NPC1 prom act 1%, ELG1 genotox -4% and VP16 counter -22%.
O=C(/C=C/c1cc(Br)ccc1F)Nc1cccnc1 was read as TRPV1 ag 80*, BRCA1 expr act -21%, Tb PFK block 5%, p53 reactivator 17%, FLuc counter inconclusive, Rab9 prom act 15%, RORg inh 33%, ELG1 repair inh inconclusive, NPC1 prom act 12%, ELG1 genotox 9% and VP16 counter 27%.
Screening CCn1cc(C(=O)N[C@@H](CC(C)C)C(=O)NCCCn2ccnc2)c(=O)c2cc3c(cc21)OCO3 returned TRPV1 ag -3, BRCA1 expr act -14%, Tb PFK block -4%, p53 reactivator -1%, FLuc counter -1%, Rab9 prom act -3%, RORg inh -1%, ELG1 repair inh 16%, NPC1 prom act -2%, ELG1 genotox 3% and VP16 counter -5%.
For Cc1cccc(C2NC(=O)c3c(sc(C)c3C)N2)c1O (centres undefined) the results were TRPV1 ag -3, BRCA1 expr act -33%, Tb PFK block inconclusive, p53 reactivator 9%, FLuc counter inconclusive, Rab9 prom act 0%, RORg inh -1%, ELG1 repair inh 8%, NPC1 prom act 16%, ELG1 genotox -1% and VP16 counter -12%.
For Cc1cc(C)nc(N/N=C/c2ccc(Cl)cc2)n1 the results were TRPV1 ag -8, BRCA1 expr act 34%, Tb PFK block 9%, p53 reactivator -4%, FLuc counter inconclusive, Rab9 prom act 5%, RORg inh 10%, ELG1 repair inh 0%, NPC1 prom act 22%, ELG1 genotox -16% and VP16 counter -11%.
Screening COc1ccc(-c2cc(=O)oc3cc(OC(C)C(=O)NC(Cc4c[nH]c5ccc(O)cc45)C(=O)O)ccc23)cc1 (centres undefined) returned TRPV1 ag 1, BRCA1 expr act 8%, Tb PFK block -2%, p53 reactivator 8%, FLuc counter inconclusive, Rab9 prom act 1%, RORg inh 23%, ELG1 repair inh 9%, NPC1 prom act 3%, ELG1 genotox 0% and VP16 counter -8%.
Screening CCOC(=O)Cn1cnc2scc(-c3ccccc3)c2c1=O returned TRPV1 ag -2, BRCA1 expr act -7%, Tb PFK block -3%, FLuc counter -1%, Rab9 prom act 5%, RORg inh -21%, ELG1 repair inh -6%, NPC1 prom act 2%, ELG1 genotox 1% and VP16 counter -9%.
